High-throughput results from PubChem BioAssay.
AmpC detergent: blocks E. coli AmpC beta-lactamase in detergent assay; P00811; AmpC hydrolysis of nitrocefin, absorbance 480 nm, 0.01% Triton; Potency, µM (top dose mostly 114 µM), for inactives: top-dose activity change, negative = inhibition, hits mostly inhibitors; actives 0.041% (n = 370,000);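 further: potency means the concentration at half of the fitted maximal effect; 0% = no-compound wells and -100% = no-enzyme wells; nearly all actives have a fitted effect of over 25% in size; some results filed as inactive show a strong effect at the top dose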
Target sequence (P00811 whole entry, looked up): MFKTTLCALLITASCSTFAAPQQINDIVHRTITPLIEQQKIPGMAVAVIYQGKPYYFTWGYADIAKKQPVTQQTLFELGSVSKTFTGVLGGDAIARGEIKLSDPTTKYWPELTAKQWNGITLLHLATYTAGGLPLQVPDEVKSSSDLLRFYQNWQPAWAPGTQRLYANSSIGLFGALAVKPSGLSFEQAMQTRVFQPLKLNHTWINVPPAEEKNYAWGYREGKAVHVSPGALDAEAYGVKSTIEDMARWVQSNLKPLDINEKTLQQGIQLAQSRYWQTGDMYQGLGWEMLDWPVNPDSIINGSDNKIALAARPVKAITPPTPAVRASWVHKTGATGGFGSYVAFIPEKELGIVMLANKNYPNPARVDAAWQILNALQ
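AmpC (5.3 nM in the dispensed reagent) in 20 mM phosphate pH 7.0 with 0.01% (detergent screen) or 0.0001% Triton X-100 was preincubated with compounds for 15 min at room temperature. Nitrocefin was then added from an 800 uM solution, and hydrolysis was followed at 480 nm.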
FBPA Giardia inh: inhibitors of Giardia lamblia fructose-1,6-bisphosphate aldolase | A8B2U2 | purified Giardia FBPA | Potency, µM (series often up to 59.6 µM), for inactives: at the top dose activity, negative = inhibition, actives largely listed as inhibitors | actives 0.71% (n = 290,000); further: potency means the concentration at half of the fitted maximal effect; nearly all actives have a fitted effect of over 55% in size
Target sequence (A8B2U2 whole entry, looked up): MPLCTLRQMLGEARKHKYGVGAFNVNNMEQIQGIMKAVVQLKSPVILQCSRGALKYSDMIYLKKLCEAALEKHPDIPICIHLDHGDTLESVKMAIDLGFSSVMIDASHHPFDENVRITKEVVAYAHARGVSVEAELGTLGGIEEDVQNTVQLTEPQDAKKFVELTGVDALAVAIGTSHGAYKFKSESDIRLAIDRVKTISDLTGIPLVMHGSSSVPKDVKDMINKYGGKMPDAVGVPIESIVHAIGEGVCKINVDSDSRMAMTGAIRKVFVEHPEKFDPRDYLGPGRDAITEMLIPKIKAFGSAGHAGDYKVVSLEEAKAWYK
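40 nM FBPA preincubated 10 min at RT with compound (up to 57.5 uM final), then substrate plus GAPDH/TPI/NAD/arsenate coupling and diaphorase/resazurin added. Fluorescence read after 20 min at RT, 525/598 nm.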
Sm TGR block: blocks Schistosoma mansoni thioredoxin glutathione reductase; purified TGR, DTNB reduction, TNB absorbance 405 nm; Potency, µM (highest dose often 114 µM), without a hit: at the highest dose activity change, negative = inhibition, most hits filed as inhibitors; actives 3% (n = 360,000); further: potency means the concentration at half of the fitted maximal effect; nearly all actives have a fitted effect of over 60% in size
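TGR 20 nM + NADPH 100 uM (dispensed conc.), cpd preinc 15 min RT; start with NADPH (500 uM addition) then DTNB (15 mM addition). Kinetic TNB absorbance, 405 nm filter. Four-parameter Hill fit across titration.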
AmpC inh no detg: blocks E. coli AmpC beta-lactamase in detergent-free assay. P00811. AmpC nitrocefin hydrolysis, absorbance 480 nm, 0.0001% Triton. Potency, µM (series often up to 57.1 µM), for the others: at the top dose activity change, negative = inhibition, usual class: inhibitors. actives 0.52% (n = 330,000);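 further: potency means the concentration at half of the fitted maximal effect; plate controls were no compound for no effect and no enzyme for full effect; nearly all actives have a fitted effect of over 20% in size; some results filed as inactive show a strong effect at the top dose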
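AmpC (5.3 nM in the dispensed reagent) in 20 mM phosphate pH 7.0 with 0.01% (detergent screen) or 0.0001% Triton X-100 was preincubated with compounds for 15 min at room temperature. Nitrocefin was then added from an 800 uM solution, and hydrolysis was followed at 480 nm.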
HCMV antiviral: inhibitors of human cytomegalovirus; activity change, negative = inhibition, % at 57.5 µM; actives 4.5% (n = 410,000); HFF cells, HCMV-luciferase reporter, 72 h; active compounds read low; in the data active means activity change below about -60%; inconclusive means no clear call, values can overlap the other calls; inactive means above about -39%
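After 16 h attachment at 37C, HFF cells received test compound and HCMV-luciferase (1 PFU/cell); reporter luminescence read 72 h later, data normalized against buffer-only and known inhibitor Salinomycin.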
HCV inh: inhibitors of hepatitis C virus infection. Potency, µM (doses to about 41.8 µM), for inactives: at the top dose activity change, negative = inhibition, most hits filed as inhibitors. actives 3.4% (n = 340,000). Huh7.5.1 HCVcc-Cre infection, luciferase reporter, 44 h; further: potency means the concentration at half of the fitted maximal effect
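Infectious HCV cell culture screen: compound-treated cells (1,000/well, pre-plated 4 h) are infected with HCVcc-Cre at roughly 0.5 moi and grown 44 h. Infection is quantified by luciferase signal after 15 min substrate incubation at room temperature.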
Active calls of the source: *; u = inconclusive; x = no result given; & = joins results of further samples; [ ] = remark or other dose. Unless noted, the call rests on the fitted dose curve; in most records, active means well fitted curve in the direction sought with a large enough effect; inconclusive means small, poorly fitted or top-dose-only effect, or another doubt; inactive means no such curve, though single readings can be large; an effect the other way counts as inactive or inconclusive. Unless noted, on the % scale 0 is the no-effect control and ±100 the full control effect. The order is random; any-hit rate near 9.9%.

canonical_smiles	AmpC detergent	FBPA Giardia inh	Sm TGR block	AmpC inh no detg	HCMV antiviral	HCV inh
COc1cc2c(cc1O)C(Cc1ccc(O)cc1)[N+](C)([O-])CC2 (stereo not drawn)	-8%	-8%	u	-5%	2	15%
COc1cc(OC)cc(N(C(=O)CNC(=O)c2cccs2)C(C(=O)NCC2CCCO2)c2ccccc2)c1 (stereo not drawn)	-12%	0%	10%	70%[activator]	-6	-17%
Cc1sc2nc(CN3CCCC3)nc(N3CCN(S(=O)(=O)c4ccccc4)CC3)c2c1C	6%	x	-33%	173%[activator]	-29	-3%
COc1ccc(C2NC(=O)N(C)C3=C2C(=O)N(c2cccc(C(=O)O)c2)C3)cc1 (stereo not drawn)	-6%	x	-2%	x	11	x
COc1ccc(C(CNC(=O)c2[nH]c(C)c(C(C)=O)c2C)N2CCOCC2)cc1 (stereo not drawn)	-19%	x	-14%	-4%	5	-2%
COc1ccc(CCNC(=S)NC2CCN(Cc3ccccc3)CC2)cc1	3%	u	-1%	15%	-72*	u
CC(=O)OC[C@H]1O[C@H](C/C=N/O[C@@H](C)c2cn([C@H](CO)Cc3ccccc3)nn2)C=C[C@@H]1OC(C)=O	u	3%	-22%	49%	x	3%[8.37 µM]
O=C(O)CCc1nc(-c2ccc(Cl)cc2)no1	-9%	12%	7%	-13%	-8	11%
CCC(C)NS(=O)(=O)c1ccc(NC(=O)c2cccs2)cc1 (stereo not drawn)	-1%	0%	11%	-26%	-29	-3%
O=C(c1ccc(Br)o1)N1CCN(c2ccccc2F)CC1	-14%	3%	-6%	1%	u	u
O=C(CSc1n[nH]c(-c2ccccc2)n1)N1CCN(c2ccccc2F)CC1	-9%	x	0%	x	-5	x
Cc1nn(CCC(N)=S)c2nc(-c3cccs3)cc(C(F)(F)F)c12	-11%	5%	4%	-8%	-15	u
Cc1cc(F)ccc1NC(=O)CN1C(=O)CCc2cc(S(=O)(=O)N3CCOCC3)ccc21	11%	x	7%	x	26	x
CCn1c(SCC(=O)Nc2ccc3c(c2)OCO3)nc2ccccc21	-3%	5%	-4%	-21%	-3	u
COCCCN1C(=O)C(=O)/C(=C(/O)c2ccc(S(=O)(=O)N3CCCCC3)cc2)C1c1ccc(O)cc1 (stereo not drawn)	-2%	1%	5%	-26%	u	5%

Retrieved by structure from the entries so far, 2 records:
canonical_smiles	AmpC detergent	FBPA Giardia inh	Sm TGR block	AmpC inh no detg	HCMV antiviral	HCV inh
COc1ccc(C(CNC(=O)c2[nH]c(C)c(C(C)=O)c2C)N2CCOCC2)cc1 (stereo not drawn)	-19%	x	-14%	-4%	5	-2%
O=C(O)CCc1nc(-c2ccc(Cl)cc2)no1	-9%	12%	7%	-13%	-8	11%

Further records.
canonical_smiles	AmpC detergent	FBPA Giardia inh	Sm TGR block	AmpC inh no detg	HCMV antiviral	HCV inh
COc1cc(/C=C/C(=O)OCC(=O)N2CCCCCC2)ccc1OCC#N	0%	5%	-1%	20%	u	4%
C=CCN(Cc1ccc(Cl)s1)C(=O)CNC(=O)CNC(=O)c1ccc(Cl)cc1Cl	3%	x	2%	41%	0	1%
O=C(O)CN1C(=O)/C(=C\c2cc([N+](=O)[O-])ccc2OCc2ccccc2Cl)SC1=S	1%	-13%	-33%	u	-18	-6%
COc1ccc(N2CCN(C(=O)C3CC(O)CN3S(=O)(=O)c3ccc([N+](=O)[O-])cc3)CC2)cc1 (stereo not drawn)	-10%	-8%	-5%	56%	24	20%
CC1(C)CC2CC(C)(CN2C(=O)COC(=O)Cn2[nH]c(=O)c3ccccc3c2=O)C1 (stereo not drawn)	u	0%	-1%	31%	-9	2%
CC1CCN(C(=O)COC(=O)/C=C/c2ccco2)CC1	x	x	x	-6%	-38	23%
CCOc1ccc(N2C(=O)CC(NC3CCN(C(=O)c4cccc(Cl)c4)CC3)C2=O)cc1 (stereo not drawn)	2%	x	8%	152%[activator]	11	2%
CN(C)CCCN(C(=O)COc1ccccc1)c1nc2cc3c(cc2s1)OCO3	4%	-29%	-3%	100%[activator]	6	-28%
Cc1cccc(C)c1NC(=O)C(=O)NCC(c1ccc2c(c1)OCO2)N1CCOCC1 (stereo not drawn)	3%	x	9%	x	-16	x
Cc1cccc(NC(=O)C(Cc2ccccc2)n2cccc2)c1 (stereo not drawn)	-5%	-2%	0%	-33%	2	-8%
Cc1c(Cl)cccc1NC(=O)C1CCCN(S(C)(=O)=O)C1 (stereo not drawn)	u	2%	1%	-5%	48	17%
Cc1csc(NC(=O)COCC(=O)O)c1-c1nc2ccccc2s1	1%	-29%	-2%	-8%	17	4%
CCC(=O)N1CCc2cc(S(=O)(=O)CCC(=O)Nc3ccc(C)cn3)ccc21	-6%	7%	2%	-5%	23	9%
CC(=O)c1ccc(S(=O)(=O)N2Cc3ccccc3CC2C(=O)O)cc1 (stereo not drawn)	-10%	-17%	11µM*	-31%	-14	30%
CC(C)c1ccc(S(=O)(=O)N2CCN(C(C)C(=O)NC3CCCC3)CC2)cc1 (stereo not drawn)	1%	x	-1%	138%[activator]	u	-13%
N#Cc1cc2cc3c(cc2nc1N1CCCCC1)OCCO3	-5%	6.3µM*	-31%	-12%	28	5%
Cc1ccnc(NC(=O)c2ccc(OCC3CCCO3)cc2)c1 (stereo not drawn)	u	x	-5%	102%[activator]	4	-1%
O=C1NC(=S)N/C1=C\c1ccc(Oc2ccc(C(F)(F)F)cc2[N+](=O)[O-])c(Cl)c1	-14%	-2%	6%	-16%	-20	13%
CSCC[C@H](NC(=O)c1ccc(OCC2CCCO2)cc1)c1nc2ccccc2[nH]1 (stereo partly drawn)	x	x	x	-8%	-21	3%
Clc1ccc(Cc2noc(CN3CCN(c4ccccc4)CC3)n2)c(Cl)c1	-3%	3%	5%	52%	x	-8%
COC(=O)c1ccc2c(=O)n(CC3CCCO3)c(SCC(=O)Nc3ccccc3OC)nc2c1 (stereo not drawn)	-2%	-1%	8%	-14%	19	8%
O=C(CCN1C(=O)/C(=C/c2cccc(Br)c2)SC1=S)Nc1cccnc1	u	3%	1%	-17%	-1	-15%
COC(=O)c1nc2ccc(C)cn2c1F	-8%	1%	-1%	-18%	-2	29%
COc1ccc(CCC(C)NCc2ccc(F)cc2)cc1 (stereo not drawn)	2%	u	-1%	-3%	-4	8%
CCOC(=O)c1csc(-n2nc(C)cc2C(F)(F)F)n1	6%	1%	5%	34%	86	-12%
O=C(COc1ncnc2sccc12)NC1CCCCC1	u	x	0%	-4%	-33	13%
C#CCOC(=O)Nc1ccc(=O)n(Cc2c(Cl)cccc2Cl)c1	0%	u	-27%	-7%	-26	-11%
Cc1ccc(CN2CCN(/N=C/c3ccc(C(=O)O)cc3)CC2)c(C)c1	1%	7%	x	-23%	-16	1%
COc1ccc(OC)c(NC(=O)CCn2cccn2)c1	18%	x	-2%	x	2	x
CCOc1cccc(C2C(C(=O)c3cccs3)=C(O)C(=O)N2Cc2cccnc2)c1 (stereo not drawn)	5%	7%	-12%	-13%	13	18%

(list continues)
Structure | AmpC detergent | FBPA Giardia inh | Sm TGR block | AmpC inh no detg | HCMV antiviral | HCV inh
COc1cc(CSc2nc(-c3ccccc3)cc(=O)[nH]2)cc(OC)c1 | -15% | u | 1% | -49% | x | 14%
CCOc1ccc(NC(=O)CCC(=O)n2nc(C)cc2C)cc1 | 2% | -8% | 0% | -9% | x | -9%
CC(=O)N1CCn2c3c(c4cc(C)ccc42)CCCC31 (stereo not drawn) | -4% | 6% | -12%[57.1 µM] | 118%[activator] | 1 | -7%
CN(Cc1nnc(SCC(=O)NCCc2ccccc2)n1C)S(=O)(=O)c1ccccc1 | -15% | 7% | -9% | 3% | -38 | -14%&-29%
Cc1cc(OCC(=O)Nc2ccc(CN3CCOCC3)cc2)c2c(C)cc(=O)oc2c1 | -7% | x | -13% | 101%[activator] | 19 | -5%
Cc1ccc(OCC(=O)NCCN2CCOCC2)cc1C | -1% | 3% | 3% | 2% | -13 | 9%
C/C(=N\NC(=O)c1nnn(-c2nonc2N)c1C)c1ccc(-c2ccccc2)cc1 | 5% | -17% | 2% | 5% | 3 | 8%
CCC(Cc1ccccc1)NC(=O)C1CCCCC1 (stereo not drawn) | u | 4% | -2% | -5% | u | 8%
COc1ccc(C2C(C(=O)NCCN3CCOCC3)c3ccccc3C(=O)N2C)cc1OC (stereo not drawn) | 0% | 2% | 3% | 12% | 45 | 12%
Clc1cccc(N2CCN(c3nc4ccccc4n4cnnc34)CC2)c1 | -3% | x | -6% | x | -3 | x
Cc1cccnc1NC(=O)CCCc1c[nH]c2ccccc12 | -4% | x | -1% | 0% | 15 | 0%
COc1ccc(C(=O)NNC(=O)c2ccc(C)cc2)cc1S(=O)(=O)N1CCCC1 | -3% | 3% | -1% | -19% | -21 | 8%
COc1ccc(NC(=O)COc2coc(CN3c4ccccc4CC3C)cc2=O)cc1 (stereo not drawn) | -1% | x | 1% | -4% | 10 | u
C/C(=N\NC(=O)c1cc(C)[nH]n1)c1cccs1 | 2% | 3% | 6% | -13% | 29 | -5%
Cn1cc(SCC(=O)NCc2ccc(F)cc2)c2ccccc21 | -7% | -6% | 11% | -18% | -35 | -7%
CCOc1ccc(-n2c(O)c(/C=C3\C=Nc4ccccc43)c(=O)[nH]c2=O)cc1 | -7% | 0% | u | -1% | x | 15%
COc1ccc(/C=C2\OC(=O)c3c(OC)cccc32)cc1OC | -6% | x | 7% | 53% | 66 | u
COc1cc2c(c(OC)c1)C(c1cccc(F)c1F)CC(=O)N2 (stereo not drawn) | 12% | x | 6% | x | -34 | x

Shown with each value named: part of the list above.
Cc1cc(OCC(=O)Nc2ccc(CN3CCOCC3)cc2)c2c(C)cc(=O)oc2c1
  AmpC detergent: -7%; FBPA Giardia inh: x; Sm TGR block: -13%; AmpC inh no detg: 101%[activator]; HCMV antiviral: 19; HCV inh: -5%
Cc1ccc(OCC(=O)NCCN2CCOCC2)cc1C
  AmpC detergent: -1%; FBPA Giardia inh: 3%; Sm TGR block: 3%; AmpC inh no detg: 2%; HCMV antiviral: -13; HCV inh: 9%
